# Source: PubChem BioAssay (several laboratories)
# E coli Lon inh – inhibitors of E. coli Lon protease, primary screen, biochemical, fluorescence polarization. P0A9M0. purified E. coli Lon protease. inhibition, % at 7.94 µM. hit rate 0.42% among 360,000. AID 602123, 2011; in the data active = inhibition above about 13%, passing the limit was not always enough;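 note: 0% = enzyme with probe and DMSO and 100% = no enzyme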
# NRP1-CendR mod – modulators of CendR peptide binding to NRP-1, primary screen, biochemical, fluorescence polarization, uHTS; FAM-RPARPAR peptide binding to NRP-1; inhibition, % at 25 µM; hit rate 0.85% among 360,000;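 active = inhibition or corrected inhibition above about 18%, plus a signal ratio from 0.5 to 1.5, limit read from the data, passing the limit was not always enough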; note: strong numbers were not always called active
# Target sequence (O14786 whole entry, looked up): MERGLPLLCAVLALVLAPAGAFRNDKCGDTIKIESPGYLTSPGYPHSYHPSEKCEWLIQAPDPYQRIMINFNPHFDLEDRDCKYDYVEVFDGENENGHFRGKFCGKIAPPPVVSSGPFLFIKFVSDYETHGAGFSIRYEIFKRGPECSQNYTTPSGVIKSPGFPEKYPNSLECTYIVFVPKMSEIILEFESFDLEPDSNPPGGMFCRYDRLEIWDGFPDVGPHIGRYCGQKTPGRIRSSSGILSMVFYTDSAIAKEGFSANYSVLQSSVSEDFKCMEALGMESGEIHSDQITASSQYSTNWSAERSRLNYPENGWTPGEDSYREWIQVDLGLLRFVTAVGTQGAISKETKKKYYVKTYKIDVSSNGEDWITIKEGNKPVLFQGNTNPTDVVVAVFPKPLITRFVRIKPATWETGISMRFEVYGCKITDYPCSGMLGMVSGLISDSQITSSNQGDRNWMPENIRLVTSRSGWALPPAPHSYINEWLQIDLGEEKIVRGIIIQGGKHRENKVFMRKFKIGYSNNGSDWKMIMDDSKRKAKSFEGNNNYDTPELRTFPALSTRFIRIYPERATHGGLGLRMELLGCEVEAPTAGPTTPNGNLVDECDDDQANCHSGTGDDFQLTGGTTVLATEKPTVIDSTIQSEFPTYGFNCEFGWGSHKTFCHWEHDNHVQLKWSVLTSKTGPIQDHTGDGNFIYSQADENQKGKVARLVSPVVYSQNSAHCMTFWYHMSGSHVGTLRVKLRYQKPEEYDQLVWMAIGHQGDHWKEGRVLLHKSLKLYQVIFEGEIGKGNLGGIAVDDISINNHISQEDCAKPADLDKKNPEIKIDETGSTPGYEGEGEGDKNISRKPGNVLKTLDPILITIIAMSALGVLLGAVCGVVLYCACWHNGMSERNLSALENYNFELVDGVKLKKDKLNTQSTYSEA
# MsrA inhibitor – bovine MsrA enzyme inhibitors, primary screen, biochemical, absorbance, HTS. purified bovine MsrA, absorbance read-out. hit rate 0.75% among 360,000. Methionine sulfoxide reductase A (Bos taurus). inhibition, % at 15.5 µM; in the data active = inhibition above about 4.5%;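 note: 0% = vehicle wells with enzyme and 100% = reference inhibitor wells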
# FAS-TE inh – FAS thioesterase domain inhibitors, primary screen, biochemical, fluorescence intensity, uHTS; Fatty acid synthase (Homo sapiens), P49327; recombinant FAS-TE, OMFH fluorogenic substrate, fluorescence endpoint; inhibition, % at 15 µM; hit rate 0.67% among 360,000;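 active = compounds whose normalised, plate-corrected inhibition of enzyme fluorescence in the single-dose primary screen is 50% or more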;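 note: 0% = DMSO with enzyme and 100% = substrate without enzyme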
# Neddyl block – inhibitors of cullin neddylation, primary screen, biochemical, TR-FRET, uHTS, NAE and Ubc12 | NEDD8-conjugating enzyme Ubc12 (Homo sapiens) + NEDD8-activating enzyme E1 regulatory … | calls only at 25 µM | hit rate 0.58% among 360,000 | AID 651699, 2012; in the data active = inhibition above about 36%
# Rin1 Abl inh – inhibitors of Rin1-Abl protein binding, primary screen, biochemical, TR-FRET. AID 588664, 2011. inhibition, % at 7.35 µM. hit rate 0.4% among 360,000. Tyrosine-protein kinase ABL1 (Homo sapiens) + Ras and Rab interactor 1 (Homo sapiens), …; in the data active = inhibition above about 5%, passing the limit was not always enough
# SKN-1 inh – suppressors of acrylamide-induced Pgst-4::GFP reporter in worms, primary screen, SKN-1 inhibitor project, whole organism, uHTS, GFP/RFP fluorescence ratio, strain VP596; hit rate 0.49% among 360,000; inhibition, % at 21.8 µM; AID 624304, 2012; C. elegans VP596 Pgst-4::GFP/RFP ratio, 24 h;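 active = interference check ratio from 0.5 to 1.5 plus GFP to RFP signal ratio inhibition reaching or exceeding a fixed threshold, cut at about 30% in these data, passing the limit was not always enough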; note: some compounds called inactive have numbers as strong as hits
# MT1-MMP act inh – blockers of MT1-MMP proenzyme processing, primary screen, HT1080 RFP-PRO-GFP cells, GFP/RFP fluorescence | GFP/RFP ratio fluorescence, overnight; percent of plate control window, DMSO zero | GFP/RFP ratio change, % at 20 µM | hit rate 0.061% among 360,000 | AID 651647, 2012;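 active = GFP/RFP ratio change of at least 30% with cell ATP level not reduced by more than half and red fluorescence within 50% of control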; note: strong numbers were not always called active
#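 Assay system: HT1080 RFP-PRO-GFP cells | Dosing: 20 µM single dose, 1% DMSO | Incubation: Cells overnight before dosing, compound overnight, 37 °C, 5% CO2 | Evaluation: GFP/RFP fluorescence ratio | Control set: DMSO-only wells and HT1080 RFP-L50D-GFP cell wells as references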
# MsrA act – bovine MsrA enzyme activators, primary screen, biochemical, absorbance, HTS; Methionine sulfoxide reductase A (Bos taurus); AID 602163, 2012; hit rate 0.3% among 360,000; purified bovine MsrA, absorbance read-out; activation, % at 10.6 µM; in the data active = activation above about 7.5%;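 note: 0% = vehicle and 100% = reference activator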
# * = called active by the depositor; i = inactive; / = no result given.
No.	Compound	E coli Lon inh	NRP1-CendR mod	MsrA inhibitor	FAS-TE inh	Neddyl block	Rin1 Abl inh	SKN-1 inh	MT1-MMP act inh	MsrA act
1	COc1cc(C(=O)c2c(C)c(CCC#N)n3ccccc23)cc(OC)c1OC	3	21*	-2.2	-2	i	6	-2	-2	-3
2	O=S(=O)(c1cccc(S(=O)(=O)N2CCCC2)c1)N1CCCCC1	-2	0	0.5	2	i	1	-4	3	-3
3	COC(=O)c1nccc2c1[nH]c1ccccc12	-12	6	0.8	-2	i	-4	7	2	2
4	COc1ccccc1NC(=O)C(C/C=C(/C)Cl)C(C)=O (stereo not drawn)	5	7	-0.2	-1	i	0	11	0	-6
5	COc1cc(C(O)c2nc(-c3cccc4cccnc34)cs2)ccc1F (stereo not drawn)	9	2	0.2	8	i	4	-2	0	0
6	CCOC(=O)C1CCN(C(=O)CCc2nc3ccccc3[nH]2)CC1	0	0	-1.2	-5	i	0	-2	2	-8
7	O=C(O)c1cccc(Sc2cc(Cl)ccc2C(=O)O)c1	-3	0	1.8	-9	i	2	-6	-1	-3
8	CC(C)OC(=O)c1sc2nc(-c3ccccc3)ccc2c1N	-8	-6	1.4	10	/	-3	4	-3	8.8*
9	CCN(C(=S)NCc1ccccc1)c1cccc2ccccc12	-2	13	0.2	28	i	-6	12	-3	-1
10	Cc1c(Cl)cccc1NC(=O)CSCc1cc(=O)[nH][nH]1	1	8	0.2	-9	i	-1	12	20	-2

# Part of the list above, limited to MsrA act.
no.	smiles	MsrA act
4	COc1ccccc1NC(=O)C(C/C=C(/C)Cl)C(C)=O (stereo not drawn)	-6
5	COc1cc(C(O)c2nc(-c3cccc4cccnc34)cs2)ccc1F (stereo not drawn)	0
6	CCOC(=O)C1CCN(C(=O)CCc2nc3ccccc3[nH]2)CC1	-8
7	O=C(O)c1cccc(Sc2cc(Cl)ccc2C(=O)O)c1	-3
8	CC(C)OC(=O)c1sc2nc(-c3ccccc3)ccc2c1N	8.8*
9	CCN(C(=S)NCc1ccccc1)c1cccc2ccccc12	-1
10	Cc1c(Cl)cccc1NC(=O)CSCc1cc(=O)[nH][nH]1	-2

# (listing goes on)
No.	Compound	E coli Lon inh	NRP1-CendR mod	MsrA inhibitor	FAS-TE inh	Neddyl block	Rin1 Abl inh	SKN-1 inh	MT1-MMP act inh	MsrA act
11	Cc1ccc(C(=O)N2CCN(Cc3ccccc3)CC2)o1	-15	0	0.3	-2	i	1	0	2	-3
12	CC(C)OCCCNc1ncc2c(n1)CC(c1ccccc1)CC2=O (stereo not drawn)	-5	-6	0.6	3	i	0	-1	5	-3
13	O=[N+]([O-])c1cccnc1N1CCC(c2cc(-c3cccc(C(F)(F)F)c3)n[nH]2)CC1	1	1	1.1	29	i	0	1	4	1
14	O=C(CN1c2ccccc2Sc2ccccc21)N/N=C/c1ccc(Cl)cc1Cl	5	-4	0.5	36	i	-1	8	-1	-4
15	O=C(NCCC1=CCCCC1)C1COc2ccccc2O1 (stereo not drawn)	-4	8	0.1	-1	i	2	-6	0	-2
16	COc1cccc(/C=N/Nc2cc(N3CCOCC3)ncn2)c1O	0	-8	2.3	2	i	2	-5	-9	-2
17	CS(=O)(=O)N(C(=O)NC(=O)NC1CCS(=O)(=O)C1)C1CCCCC1 (stereo not drawn)	-7	-6	0.1	-7	i	2	9	1	-1
18	CCOc1ccc(Nc2nc(N)nc(CN(C)C3CCCCC3)n2)cc1	5	-3	-0.7	-11	i	-2	14	0	-3
19	COc1ccc(/C=C/C(=O)Nc2ccc3c(c2)CCC3)cc1OC	-8	0	2.4	10	i	-1	-2	2	-7
20	Oc1ccc(Oc2ncc(Cl)cc2Cl)cc1	3	-18	-1.0	-5	i	-3	2	1	-2

# Exported in transposed form: part of the list above
[17] CS(=O)(=O)N(C(=O)NC(=O)NC1CCS(=O)(=O)C1)C1CCCCC1 (stereo not drawn)
[18] CCOc1ccc(Nc2nc(N)nc(CN(C)C3CCCCC3)n2)cc1
[19] COc1ccc(/C=C/C(=O)Nc2ccc3c(c2)CCC3)cc1OC
screen / no.	17	18	19
E coli Lon inh	-7	5	-8
NRP1-CendR mod	-6	-3	0
MsrA inhibitor	0.1	-0.7	2.4
FAS-TE inh	-7	-11	10
Neddyl block	i	i	i
Rin1 Abl inh	2	-2	-1
SKN-1 inh	9	14	-2
MT1-MMP act inh	1	0	2
MsrA act	-1	-3	-7

# Remaining list, next part:
No.	Compound	E coli Lon inh	NRP1-CendR mod	MsrA inhibitor	FAS-TE inh	Neddyl block	Rin1 Abl inh	SKN-1 inh	MT1-MMP act inh	MsrA act
21	CC(C)(C)OC(=O)C[C@@H]1C/C=C\C[C@@H](CC(=O)N(CCO)Cc2ccccc2)C(=O)N2CCC[C@@H]2COC1=O	-12	2	0.2	0	i	-2	0	-1	-3
22	OC(c1ccccc1)(c1ccccc1)c1nccc2ccccc12	-3	-5	-0.5	16	i	-1	-4	-1	-3
23	COCCN1C(=O)N(C)[C@@H](c2ccccc2)C(C(C)=O)=C1C	0	4	1.2	-10	i	-1	11	5	4
24	CCNS(=O)(=O)c1ccc(NC(=O)c2cncc(Br)c2)cc1	3	-10	-0.2	-13	i	-3	-10	0	-6
25	CCC(=O)N(Cc1ccc(S(N)(=O)=O)cc1)C1CC(=O)N(c2ccccc2)C1=O (stereo not drawn)	-9	8	0.3	-10	i	1	-8	5	-1
26	CCC(C)Sc1nc2c(c(=O)[nH]c(=O)n2C)n1CC(O)COc1cccc2ccccc12 (stereo not drawn)	9	-8	1.2	1	i	-1	0	-2	-3
27	CCS(=O)(=O)N1CCN(S(=O)(=O)c2ccc(F)cc2)CC1	0	2	0.5	-3	i	-1	-13	6	-4
28	Brc1ccccc1-c1nnc(CSc2nnnn2-c2ccccc2)o1	3	-4	-0.4	7	i	4	16	2	-6
29	COC(=O)c1sccc1NC(=S)Nc1ccc(F)cc1	-5	0	0.6	-2	i	-4	2	4	-1
30	Cc1ccnc(NC(=O)CCCc2c[nH]c3ccccc23)c1	-1	4	0.0	3	i	-3	5	-5	-3

# More compounds follow.
No.	Compound	E coli Lon inh	NRP1-CendR mod	MsrA inhibitor	FAS-TE inh	Neddyl block	Rin1 Abl inh	SKN-1 inh	MT1-MMP act inh	MsrA act
31	COc1ccccc1CCNC(=O)C(=O)NCC1OCCN1S(=O)(=O)c1ccc(Br)cc1 (stereo not drawn)	1	-2	-0.4	-5	i	0	2	4	-2
32	CC(=O)NCCNc1nc2cc(-c3cnn(CCC(C)C)c3)sc2c(=O)n1C	3	-1	-0.1	3	i	-3	14	18	-1
33	COc1ccc(Cl)cc1N1C(=O)C2CCCN2C1c1ccc(F)c(F)c1 (stereo not drawn)	-3	-11	-1.0	0	i	-1	1	2	-2
34	COc1ccc(CCN(C)C(=O)CN2C(=O)c3ccccc3S2(=O)=O)cc1OC	-6	-12	0.9	-7	i	2	-9	1	-3
35	COCCN1Cc2cccc(C(=O)Nc3ccc(-c4nc5ccccc5[nH]4)cc3)c2C1=O	6	-12	-1.5	-8	/	1	5	-5	-6
36	CCOC(=O)C1=C(C)Nc2[nH]c(=O)[nH]c(=O)c2C1c1cccs1 (stereo not drawn)	-15	3	-0.4	-4	i	0	-10	-1	-1
37	C/C(=N\Nc1nccnc1Cl)c1ccc([N+](=O)[O-])cc1	-5	-9	2.5	5	i	-2	5	1	0
38	CCCn1nc(C(=O)Nc2nc(-c3ccccn3)cs2)c2ccccc2c1=O	8	-14	1.0	10	i	3	-3	6	-11
39	COc1ccc(S(=O)(=O)N2CCCCC2)cc1NC(=O)c1cc([N+](=O)[O-])ccc1N1CCOCC1	-4	-5	0.4	86*	i	1	-1	-4	-5
40	CC(=O)N1CC(C)Sc2ccc(S(=O)(=O)NCCc3cccc(C)c3)cc21 (stereo not drawn)	-1	19	-1.0	9	i	-2	5	3	-2

# Remaining list, next part.
No.	Compound	E coli Lon inh	NRP1-CendR mod	MsrA inhibitor	FAS-TE inh	Neddyl block	Rin1 Abl inh	SKN-1 inh	MT1-MMP act inh	MsrA act
41	CN(CC(=O)Nc1cccc(F)c1)C(=O)c1cc(-c2ccccc2)nc2ccccc12	-9	-1	0.0	14	i	-1	10	0	0
42	COc1ccc(C(=O)NCc2ccc(-c3nc4ccccc4s3)cc2)cc1	-7	-11	2.1	1	i	3	18	6	-3
43	O=C(COC(=O)c1ccc2c(c1)C(=O)N(CCc1ccccc1)C2=O)Nc1ccc(OC(F)F)cc1	7	-11	-0.8	15	i	2	1	1	1
44	Cc1ccc(CNC(=O)Cn2cccc2C(=O)c2ccccc2C)cc1	-2	-18	1.1	4	i	5	-8	-3	-1
45	Cc1cc(NCc2ccco2)nc2cc(O)ccc12	5	-16	0.7	-4	/	-2	-7	0	-4
46	N#CCSc1nnc(SCC#N)s1	2	2	0.2	-3	i	-4	-18	-1	-1
47	COc1ccc(OC)c(CN2CCN(CCc3ccccc3)C(CCO)C2)c1 (stereo not drawn)	-6	7	0.0	-1	i	4	12	13	-2
48	CCOc1ccccc1NC(=O)c1ccc(S(=O)(=O)N2CCCCC2)cc1	4	0	-1.6	17	i	1	2	1	-3
49	COc1ccc(C(=O)Oc2ccc(C(C)=O)cc2)c(OC)c1	-11	4	-0.4	-7	i	-4	4	5	-2
50	CCOC(=O)[C@@H]1[C@H]2COc3ccccc3[C@@H]2N2C(=O)N(c3ccc(C(F)(F)F)cc3)C(=O)[C@]12C	-11	4	1.1	27	i	-1	8	-2	-3

# Next part.
No.	Compound	E coli Lon inh	NRP1-CendR mod	MsrA inhibitor	FAS-TE inh	Neddyl block	Rin1 Abl inh	SKN-1 inh	MT1-MMP act inh	MsrA act
51	C[C@@H](C(=O)NCc1ccccn1)[C@@H]1C[C@@]1(C)[C@@H](NC(=O)OCc1ccccc1)c1ccccc1	-4	-3	0.5	-5	i	2	17	4	-1
52	NC(=O)c1cc(NC(=O)CCc2nc3ccccc3s2)cc(C(N)=O)c1	-2	-6	0.3	0	i	0	7	2	-1
53	COc1cccc(C(=O)NNS(=O)(=O)c2ccccc2)c1	6	10	1.1	-7	i	-3	-7	-2	-1
54	Cc1cc(C(=O)N2CCc3ccccc3C2)n[nH]1	5	9	1.1	-4	i	1	11	1	-5
55	O=C1CCC(=O)N1CCSC(=S)N1CCOCC1	-7	5	-0.9	-5	i	0	-3	-1	-3
56	N#Cc1cc(C#N)c(SCC(=O)N2CC(=O)Nc3ccccc32)nc1N	-31	-67	2.6	-1	i	1	5	-13	-8
57	CNc1cncc(-c2ccc(CN3CCOCC3)cc2)n1	-8	-7	1.4	-7	/	-8	0	0	-1
58	Cc1ccc(-n2nnnc2CNC(=O)c2ccc3c(c2)OCO3)cc1C	8	8	-0.4	-3	i	0	12	1	-3
59	Cc1ccc2nc(=O)c(NNc3ccccc3)cnc2c1	-3	3	4.4	4	i	-8	-7	8	-5
